EPAC1 agonist: activates human EPAC1 exchange factor. O95398. EPAC1 agonist qHTS, biochemical assay; response scale: 100% = response to 6.5 mM cAMP. Potency, µM (doses to about 154 µM), for inactives: at the highest dose activation, most hits filed as activators. 360,000 compounds, 0.073% hits. AID 720707; further: potency means the concentration at half of the fitted maximal effect; nearly all actives have a fitted effect of over 60% in size
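Nucleotide exchange assay: 100 nM EPAC1 with 250 nM Rap1B loaded with BODIPY-GDP and 50 uM GDP, room temperature. Fluorescence (480/540 nm) read every 5 min for 30 min; signal change normalized to 6.5 mM cAMP as full agonist.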
PLK1 PBD block: PLK1 (human) polo-box domain binding inhibition. AID 720504. P53350. Potency, µM, without a hit: max response, negative = inhibition, usual class: inhibitors. Plk1 PBD binding of FITC phosphopeptide, fluorescence polarization. 360,000 compounds, 2.8% hits; further: potency means the concentration at half of the fitted maximal effect; series mostly up to about 57 µM; on the % scale 0 is the no-effect control and ±100 the full control effect; nearly all actives have a fitted effect of over 65% in size
EPAC1 antagonist: antagonists of human EPAC1; O95398; EPAC1 GEF assay, Rap1b-BODIPY-GDP exchange fluorescence; Potency, µM (top dose mostly 115 µM), for the others: at the top dose activity change, negative = inhibition, actives largely listed as inhibitors; 360,000 compounds, 0.14% hits; AID 720709;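 further: potency means the concentration at half of the fitted maximal effect; plate controls were vehicle for no effect and positive control for full effect; nearly all actives have a fitted effect of over 50% in size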
IL-2 act: activates IL-2 in a cell-based reporter assay; IL-2 activation reporter assay, cell-based qHTS; stimulated with anti-CD3/CD4/CD28 beads; in transgenic mouse T cells; activation, % (series mostly up to about 46 µM); 360,000 compounds, 0.065% hits; in the data active means activation above about 50%; inconclusive means mostly about 30% to 49%; further: 0% is about no effect
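First, unstimulated transgenic mouse T cells were exposed to compound for 60 min. Next, anti-CD3/anti-CD4-coated beads with anti-CD28 were added. Finally, after 18 h at 37 degrees C, EGFP and DsRed were imaged.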
GLP1R ag: agonists of human GLP-1 receptor; P43220; HEK293 GLP-1R CRE-luciferase, luminescence, 4-6 h; cells express a hypersensitive GLP-1R form; Potency, µM (series often up to 45.6 µM), for the others: top-dose activation, actives largely listed as activators; 380,000 compounds, 0.007% hits; AID 624172; further: potency means the concentration at half of the fitted maximal effect; % of control where 0% means no effect
Target sequence (P43220 whole entry, looked up): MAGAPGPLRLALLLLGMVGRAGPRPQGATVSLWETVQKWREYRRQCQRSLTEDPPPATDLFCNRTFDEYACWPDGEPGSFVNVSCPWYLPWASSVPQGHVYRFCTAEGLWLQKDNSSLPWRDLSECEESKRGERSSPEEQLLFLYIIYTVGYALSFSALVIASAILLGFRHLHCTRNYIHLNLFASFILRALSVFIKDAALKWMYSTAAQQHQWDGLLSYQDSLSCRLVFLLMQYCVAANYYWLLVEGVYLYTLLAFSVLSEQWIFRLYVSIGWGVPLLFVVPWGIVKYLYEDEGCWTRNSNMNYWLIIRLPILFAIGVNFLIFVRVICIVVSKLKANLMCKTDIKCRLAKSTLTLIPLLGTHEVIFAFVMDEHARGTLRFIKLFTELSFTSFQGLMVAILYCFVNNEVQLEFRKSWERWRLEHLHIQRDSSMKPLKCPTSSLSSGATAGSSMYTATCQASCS
PTHR1 ag: activates the human parathyroid hormone receptor PTHR1; Q03431; HEK293 GP2 PTHR1 cells, GloSensor cAMP luminescence, 1 h; Potency, µM (highest dose often 115 µM), for the others: at the top dose activation, actives largely listed as activators; 410,000 compounds, 0.075% hits; further: potency means the concentration at half of the fitted maximal effect; nearly all actives have a fitted effect of over 55% in size; some results filed as inactive show a strong effect at the top dose; inactives centre near -15; many of its hits are not listed in these tables
Target sequence (Q03431 whole entry, looked up): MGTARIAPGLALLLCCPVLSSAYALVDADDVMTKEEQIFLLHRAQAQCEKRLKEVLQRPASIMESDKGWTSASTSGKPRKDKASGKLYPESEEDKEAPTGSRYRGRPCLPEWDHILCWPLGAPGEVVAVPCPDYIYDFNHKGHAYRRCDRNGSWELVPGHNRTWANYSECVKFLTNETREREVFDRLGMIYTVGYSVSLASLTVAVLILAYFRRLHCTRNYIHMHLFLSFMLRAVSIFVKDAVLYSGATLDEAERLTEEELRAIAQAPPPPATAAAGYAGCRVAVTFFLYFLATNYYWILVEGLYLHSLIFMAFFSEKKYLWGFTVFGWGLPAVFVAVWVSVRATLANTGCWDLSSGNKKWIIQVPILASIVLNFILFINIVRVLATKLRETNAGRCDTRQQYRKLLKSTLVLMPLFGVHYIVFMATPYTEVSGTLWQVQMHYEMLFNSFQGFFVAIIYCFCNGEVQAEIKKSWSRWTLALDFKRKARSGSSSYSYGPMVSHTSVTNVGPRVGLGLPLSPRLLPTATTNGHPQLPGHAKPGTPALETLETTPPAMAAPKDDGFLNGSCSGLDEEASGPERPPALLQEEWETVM
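HEK-293-derived GP2 cells expressing PTHR1 and a GloSensor cAMP reporter, 3,000/well, plated overnight, given luciferin plus IBMX (each 0.5 mM as added) for 1 h at 37 °C, then compound for 1 h at 37 °C. Luminescence was read after 15 min at room temperature.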
GLP1R cytotox: cytotoxicity counter-screen for GLP-1 receptor inverse agonists; AID 624418; 410,000 compounds, 0.13% hits; Potency, µM (doses to about 38.3 µM), without a hit: at the highest dose activity change, negative = inhibition, usual class: inhibitors; HEK293 cAMP-luciferase reporter cells, luminescence, 24 h;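 further: loss of luciferase light is scored as toxicity; potency means the concentration at half of the fitted maximal effect; on the % scale 0 is the no-effect control and ±100 the full control effect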
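To flag toxic compounds, the library was rerun on cells for 24 hr at 37 deg C and 5% CO2. Viability-linked luminescence was captured 12 min after adding luciferase detection reagent.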
PI5P4Ka inh: PI5P4K alpha (human) kinase inhibition | PI5P4Kalpha enzyme, ADP-Glo luminescence, 60 min; active compounds read low | max response, % | 330,000 compounds, 1.2% hits; active means max response of -50% or lower; inconclusive means between -30% and -50%; inactive means -30% or higher; further: value at the top dose of about 77 µM; on the % scale 0 is the no-effect control and ±100 the full control effect
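ADP-Glo luminescence end-point read after a 60 min room-temperature kinase reaction of PI5P4Kalpha plus substrate, initiated with ATP at 5 microM final. Buffer: 0.038 M HEPES pH 7.4, EGTA, 0.1% CHAPS, 5% DMSO.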
GLP-1R inv ag: GLP-1 receptor (human) inverse agonism | P43220 | HEK293 GLP-1R CRE-luciferase, luminescence, 24 h; GLP-1R form is constitutively active | Potency, µM (top dose mostly 38.3 µM), inactives show at the highest dose activity change, negative = inhibition, actives largely listed as inhibitors | 410,000 compounds, 1.6% hits | AID 624417; further: potency means the concentration at half of the fitted maximal effect; on the % scale 0 is the no-effect control and ±100 the full control effect; nearly all actives have a fitted effect of over 55% in size
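GLP-1R inverse agonism mode: basal reporter luminescence in engineered HEK293 cells measured after one day of compound exposure at 37 deg C, with a 12 min room-temperature detection step.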
* hit, by the source's call; i = inactive; ? = inconclusive; . = no result given; [ ] = another dose, or the depositor's remark. Unless noted, the call rests on the fitted dose curve; in most records, active means well fitted curve in the direction sought with a large enough effect; inconclusive means small, poorly fitted or top-dose-only effect, or another doubt; inactive means no such curve, though single readings can be large; an effect the other way counts as inactive or inconclusive. Some of the compounds tested; count on the stated rates, not on these rows.

SMILES	EPAC1 agonist	PLK1 PBD block	EPAC1 antagonist	IL-2 act	GLP1R ag	PTHR1 ag	GLP1R cytotox	PI5P4Ka inh	GLP-1R inv ag
Cn1c(SCC(=O)N2c3ccccc3Sc3ccc(Cl)cc32)nnc1-c1ccco1	-1%	2%	14%	11	0%	-45%[inhibitor][57.5 µM]	1%	.	0%
CC(C)(C)n1ncc2c(=O)n(CC(=O)Nc3ccc4c(c3)OCCO4)cnc21	-2%	-5%	1%	-0.3	-2%	-3%[57.5 µM]	-23%	5	-26%
O=C(O)c1cccc2c1-c1ccccc1/C2=N\Nc1ccccc1	-7%	38µM*	-12%	-0.4	-1%	i	?	-5	-21%
O=C(Nc1nc2ccc(F)cc2s1)C1=COCCO1	-1%	-14%	20%	-3.5	-21%	-39%[inhibitor]	15%	-14	?
O=C(Nc1ccccc1O)c1cc2cc(Br)ccc2oc1=O	14%	-10%	13%	2.4	7%	-16%	11%	-1	12%
CC(=O)Nc1cccc(-c2ccnc3c2CC(C)(C(=O)NCc2cccc(Cl)c2)O3)c1 (stereo not drawn)	-9%	-1%	-1%	0.1	-2%	i	?	1	?
CCN1C(=O)/C(=C2\C=Cc3ccccc3N2CC)SC1=S	5%	1%	6%	0.6	13%	-7%[57.5 µM]	-13%	.	0%
CSc1ccccc1NC(=O)Nc1ccccc1Cl	-4%	?	23%	-0.7	13%	-14%	0%	2	?
Cc1cc(-c2[nH]nc3c2C(c2cccc(O)c2)C(C#N)=C(N)O3)c(C)s1 (stereo not drawn)	8%	-10%	-5%	3.0	2%	-23%[57.5 µM]	9%	.	1%
CCC(=O)c1ccc(OCC(=O)OCC(=O)NCCCc2ccccc2)cc1	2%	1%	-26%	-3.6	-10%	i	0%	-12	-3%
CC1CCCC(C)N1C(=O)Cn1c(SCC(=O)Nc2ccc3c(c2)OCO3)nc2ccccc21 (stereo not drawn)	-10%	2%	3%	-0.5	-4%	i	-9%	.	1%
Cc1c(Br)cc(C(=O)OC2CCN(C)CC2)c(C)c1C	-1%	0%	13%	-3.1	8%	-4%[57.5 µM]	1%	.	0%
COc1cccc(NC(=O)CS(=O)(=O)c2cn(CC(=O)N3CCOCC3)c3ccccc23)c1	-6%	2%	-5%	0.8	-4%	-1%	0%	4	3%
CCCc1cc(=O)[nH]c(SCCOc2ccc(OCC)cc2)n1	-5%	-5%	2%	-4.6	25%	i	38%[activator]	-4	-3%
CC[C@H](C)C(C(=O)N1CCN(C(=O)OC(C)(C)C)CC1)n1cc(C(CO)NC(=O)OC(C)(C)C)nn1 (stereo partly drawn)	0%	-6%	1%	-0.1	-4%	-2%	16%	3	10%
C=CCN(CC=C)Cc1ccc(C(=O)OC)o1	-1%	0%	-2%	-3.9	5%	i	-7%	12	0%
COc1ccc(-c2noc(-c3ccccc3C(=O)NCC3CCCO3)n2)cc1 (stereo not drawn)	2%	-17%	9%	-0.8	15%	i	-10%	0	-15%
COc1ccc(N/N=C(/C(C)=O)N2CCCc3ccccc32)cc1	8%	9%	-12%	-5.7	8%	-37%[inhibitor]	3%	2	?
CCCCc1cc(=O)oc2cc(C)cc(OCC(=O)N3C[C@H]4C[C@@H](C3)c3cccc(=O)n3C4)c12	-15%	-16%	-15%	-0.2	2%	-32%[inhibitor]	8%	1	7%
COc1ccccc1NC(=S)N(Cc1ccc(C)cc1)Cc1ccccn1	3%	1%	6%	0.8	12%	i	-5%	2	-7%
Cn1c(=O)c(C(=O)CN2CCc3ccccc32)c(N)n(Cc2ccccc2)c1=O	2%	30µM*	-25%	-3.6	2%	i	1%	-19	-16%
CN1CCN(CC(=O)Nc2nc3ccccc3s2)CC1	-6%	0%	-15%	3.4	9%	i	-1%	-5	-18%
Cc1oc2cc3oc(=O)c(CC(=O)NCCCC(=O)O)c(C)c3cc2c1C	8%	-6%	16%	-0.3	8%	-7%	-3%	4	4%
COC(=O)C1=CN(c2ccc3c(c2)OCO3)C(N)=C(C#N)C1c1ccccc1 (stereo not drawn)	9%	-12%	-21%	0.2	.	i	-21%	-19	?
COc1ccc(CCNS(=O)(=O)c2ccc(N3CCCC3=O)cc2)cc1	-1%	-8%	-13%	-2.5	13%	-1%	0%	0	-10%
OC(CNC1CCCC1)COc1c(F)cc(Br)cc1F (stereo not drawn)	12%	-7%	-3%	-0.9	1%	-8%[57.5 µM]	5%	.	-19%
O=C(CSc1nnc(NC(=O)c2ccc3c(c2)OCO3)s1)NCc1ccco1	-4%	-15%	-10%	-0.8	-39%[inhibitor]	-23%	6%[0.307 µM]	6	1%[0.307 µM]
C1CCc2c(c(N3CCOCC3)nc3sc4c(N5CCOCC5)nnnc4c23)C1	10%	-5%	8%	-0.3	-1%	i	2%	7	3%
Cc1cc(C(=O)N/N=C/c2cc(Cl)cc([N+](=O)[O-])c2O)n[nH]1	5%	-4%	-1%	0.1	13%	0%	-15%	-10	12%
CNC(=S)Nc1ccc(OC)c(OC)c1	15%	-6%	-16%	1.1	-7%	i	2%	-3	0%
COc1ccc(N(CC(=O)NC2CCCC2)C(=O)CCC(=O)Nc2cc(C)on2)c(OC)c1	-2%	-24%	7%	0.0	-5%	i	-8%	3	1%
CCCc1cc(=O)oc2cc(C)cc(OCC(=O)N3CCC(C(=O)O)CC3)c12	-12%	2%	9%	-0.2	-1%	20%	3%	1	10%
COc1ccc(OC)c(CNC(=O)C2CCCN(c3ncnc4c3nc3n4CCCCC3)C2)c1 (stereo not drawn)	6%	-3%	-6%	-1.4	8%	i	-7%	-4	2%
CC(C)(C)C(=O)Nc1ccc(Cc2ccncc2)cc1	18%	-13%	-7%	0.0	8%	-5%	5%	-2	-29%
CCn1c(COc2ccc(Cl)cc2)nnc1SCc1nc2ccccc2[nH]1	2%	-4%	-9%	-2.7	8%	i	5%	.	-27%
COc1cc(CCC(=O)OCC(=O)Nc2sccc2C(N)=O)cc(OC)c1OC	-3%	-7%	-5%	-3.4	7%	-28%	3%	-10	4%
COc1ccc(CNC(=O)c2cc3c(=O)[nH]c4ccccc4c3n2C)cc1	5%	2%	-3%	0.7	-6%	-56%	4%	8	14%
CCOC(=O)C1(C)CCCN1C(=O)c1snnc1C (stereo not drawn)	3%	0%	-6%	0.7	-1%	-3%	4%	-1	23%
C/C(=N/NC(=O)c1ccc(Cl)s1)c1cccnc1	-7%	-4%	-21%	-2.6	3%	i	3%	-15	20%
CSc1nnc2c3cc(F)ccc3n(C)c2n1	12%	-4%	-3%	2.3	10%	i	1%	4	10%
O=C(CCCCCN1C(=O)CCC1=O)Nc1ccc2c(c1)OCCO2	-7%	-17%	11%	-1.5	-18%	i	-2%	-6	8%
CCOC(=O)N1CCC(NC(=O)C2CCCN(Cc3nc(-c4ccc(CC)cc4)oc3C)C2)CC1 (stereo not drawn)	-1%	-13%	?	-4.4	0%	-84%[inhibitor]	-25%	4	?
CC(=O)Nc1cccc(-c2nnc(SCC(=O)N3CCCCC3)n2C)c1	0%	0%	-10%	4.6	-8%	i	5%	0	-2%
CCOC(=O)c1sc2nc(C)c3c(c2c1N)CC(C)(C)OC3	6%	-5%	-16%	0.4	6%	-8%[57.5 µM]	24%	-3	0%
C[C@H](CO)N1C[C@H](C)[C@@H](CN(C)S(=O)(=O)c2ccccc2)Oc2ccc(NS(=O)(=O)c3ccccc3)cc2C1=O	6%	-24%	2%	0.8	6%	-24%	-1%	-2	17%
FC(F)(F)c1ccc(N2CCN(c3ncnc4c3nnn4Cc3ccccc3)CC2)nc1	-3%	0%	-2%	-1.1	5%	-7%[57.5 µM]	5%	.	2%
O=C(COc1ccc2ccccc2c1)Nc1nc2ccccc2[nH]1	3%	-9%	-8%	-0.1	-23%	i	-13%	-20	-23%
Cc1ccsc1C(=O)OCC(=O)NC1CCCCC1	-7%	3%	14%	-0.7	4%	i	11%	5	?
CCOc1ccc(NC(=O)Cn2c(=O)n(Cc3ccc4c(c3)OCO4)c(=O)c3ccc(C(=O)NC4CCCCC4)cc32)cc1	.	.	.	.	11%	-12%	26%	.	15%
CCN(CC)c1nc(C=Cc2ccc(N(C)C)cc2)c2nccnc2n1	-5%	22%	-8%	6.9	1%	-17%	-11%	-1	1%
Cc1nn(C)c(Cl)c1CN1CCC(n2nccc2NC(=O)C2CCCC2)CC1	-2%	-1%	4%	-1.2	-1%	-25%	-5%	7	19%
COc1cc2cc(C(=O)N3CCc4ccccc4C3)[nH]c2cc1OC	1%	-14%	14%	-0.1	9%	-5%	3%	-11	13%
COc1ccc(NC(=O)CCCn2nc(C)c3c(C)n(-c4ccccc4)nc3c2=O)cc1	9%	-23%	2%	-0.5	5%	-6%	-2%	0	-22%
CCOc1ccc(NC(=O)CN2C(=O)CSc3ccc(S(=O)(=O)N4CCCC4)cc32)cc1	-3%	-1%	-4%	-2.6	9%	-2%	-16%	-6	-30%
O=c1[nH]c2ccccc2nc1-c1cccs1	-8%	-9%	8%	-0.8	7%	-14%[57.5 µM]	217%[activator]	-1	36%[activator]
Cc1ncn(C23CC4CC(CC(O)(C4)C2)C3)n1	0%	-13%	-5%	0.7	21%	-9%[57.5 µM]	15%	8	-2%
Cc1ccc(C)c(NC(=O)C(C)N(c2ccccc2)S(C)(=O)=O)c1 (stereo not drawn)	.	.	.	.	-1%	-15%	5%	.	7%
Cc1noc(C)c1Cc1ccc(O)cc1	2%	-8%	-9%	-0.1	-2%	-13%	6%	-3	15%

Single records (already shown):
`O=C(CCCCCN1C(=O)CCC1=O)Nc1ccc2c(c1)OCCO2` in the list: EPAC1 agonist: -7%; PLK1 PBD block: -17%; EPAC1 antagonist: 11%; IL-2 act: -1.5; GLP1R ag: -18%; PTHR1 ag: i; GLP1R cytotox: -2%; PI5P4Ka inh: -6; GLP-1R inv ag: 8%
`Cc1ccsc1C(=O)OCC(=O)NC1CCCCC1` in the list: EPAC1 agonist: -7%; PLK1 PBD block: 3%; EPAC1 antagonist: 14%; IL-2 act: -0.7; GLP1R ag: 4%; PTHR1 ag: i; GLP1R cytotox: 11%; PI5P4Ka inh: 5; GLP-1R inv ag: ?

Screens from PubChem BioAssay.
